Source: PubChem BioAssay (several laboratories)
RGS4 inh = human RGS4 inhibition; hit rate 0.45% among 310,000; AID 463165; B-score at 10 µM; HEK293 M3R/RGS4 inducible, Fluo-4 calcium flux; active compounds read high; triggered by carbachol at its EC20;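 active means B-score, a plate-corrected calcium signal, over three deviations above library mean, with baseline fluorescence within five deviations of library mean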;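 further: RGS4 expression induced by doxycycline in cells with stable M3 receptor; B-score is computed from the integrated fluorescence ratio over baseline after carbachol; higher B-score means a larger calcium signal and so more RGS4 inhibition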
Target sequence (P49798 whole entry, looked up): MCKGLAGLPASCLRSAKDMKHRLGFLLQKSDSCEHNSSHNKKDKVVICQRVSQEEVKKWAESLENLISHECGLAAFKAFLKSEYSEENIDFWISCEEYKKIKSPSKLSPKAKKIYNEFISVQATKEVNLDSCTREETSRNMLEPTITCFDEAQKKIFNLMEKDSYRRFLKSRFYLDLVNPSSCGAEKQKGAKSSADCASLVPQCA
MrgX1 agonist = human MrgX1 receptor agonism, primary screen; MrgX1-HEK293 cells, Fluo-4 calcium fluorescence, agonist mode; active compounds read high; hit rate 0.44% among 310,000; B-score at 10 µM; Q96LB2; AID 588627;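 active means calcium response B-score plate-corrected fluorescence ratio at least 3 library SD, with starting fluorescence B-score inside 5 SD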
Target sequence (Q96LB2 whole entry, looked up): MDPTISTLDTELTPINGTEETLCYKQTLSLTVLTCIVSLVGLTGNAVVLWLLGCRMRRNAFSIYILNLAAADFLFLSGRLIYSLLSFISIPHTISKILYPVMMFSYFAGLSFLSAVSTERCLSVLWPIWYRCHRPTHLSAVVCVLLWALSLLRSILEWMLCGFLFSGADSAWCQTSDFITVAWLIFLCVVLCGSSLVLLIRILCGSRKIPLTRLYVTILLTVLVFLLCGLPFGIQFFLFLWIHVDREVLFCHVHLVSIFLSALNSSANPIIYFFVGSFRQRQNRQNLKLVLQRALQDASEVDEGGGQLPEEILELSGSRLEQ
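Test system: Stable human MrgX1 HEK293 cell line | Schedule: Overnight plating before 1 h dye loading | Read-out basis: Baseline-normalised fluorescence change ratio, B-scored | Detection: Kinetic calcium dye fluorescence, Fluo-4 NW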
HIF act = HIF pathway transcriptional activation | activation, % at 7.5 µM (by protocol) | U2OS HRE-luciferase reporter, luminescence; normalized: DMSO 0%, desferrioxamine 100% | hit rate 0.32% among 300,000;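 active means mean activation of at least 10% of the iron chelator positive control signal, with at least half of replicates also reaching 10%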
RGS4 pot = potentiators or activators of RGS4; B-score at 10 µM; hit rate 0.92% among 310,000; AID 463111; HEK293 M3R/inducible RGS4, carbachol calcium flux Fluo4; active compounds read low;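 active means B-score of the integrated calcium signal more than 4 SD below the library mean, with starting fluorescence not abnormally high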;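 further: negative B-score means reduced calcium response which marks RGS4 activation or potentiation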
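Reagent: ECmax carbachol challenge; Test system: M3R-expressing HEK293 line, RGS4 induced by doxycycline; Schedule: overnight RGS4 induction, 30 min dye load 37 °C, 20 min compound RT; Detection: calcium dye Fluo4 fluorescence; Read-out: Agonist-evoked peak-minus-minimum fluorescence over baseline, integrated ratio, B score.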
MrgX1 antagonist = human MrgX1 receptor antagonism, primary screen | MRGX1-HEK293 calcium flux, Fluo-4, BAM8-22 antagonism; active compounds read low | B-score at 10 µM | hit rate 1.3% among 310,000;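 active means calcium-response B-score plate-corrected more than 3 library SD below zero, starting fluorescence within 5 deviations, no agonist response on first addition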;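 further: peak minus trough fluorescence over baseline after final BAM8-22 challenge near maximal dose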
TRPC6 activator = mouse TRPC6 channel activation. Q61143. HEK293-TRPC6 membrane potential dye fluorescence; active compounds read high. B-score at 10 µM. hit rate 0.13% among 310,000. AID 2550;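 active means B-score of the integrated fluorescence ratio above library mean plus 3 SD, and starting fluorescence ratio within library mean plus 5 SD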;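 further: higher score means more depolarization so channel activation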
TRPC4 block = inhibitors of mouse TRPC4 channel. Q9QUQ5. HEK293 TRPC4beta/mu-opioid, DAMGO-evoked Fluo4 calcium flux; active compounds read low. B-score at 10 µM. hit rate 0.39% among 300,000;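 active means B-score over 3 SD under the library average, no early fluorescence shift, positive overall ratio signal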
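Assay system: TRPC4beta/mu-opioid receptor HEK293 cell line; compound dosing: single concentration per test compound; detection: Fluo4 Ca2+ flux fluorescence; evaluation: per-well B score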
SKKanGAS inh = inhibitors of SKKanGAS S. pyogenes growth in kanamycin (SK-promoter or general growth effect). BacTiter-Glo, 6 h. inhibition, % at 7.5 µM. hit rate 1.3% among 300,000. AID 1662;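 active means mean replicate score, as percent of positive control median, at least 50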;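 further: strain carries kanamycin resistance gene driven by streptokinase promoter and grows in 40 µg/ml kanamycin; loss of luminescence reflects streptokinase promoter inhibition or plain growth inhibition; 0% = median of DMSO wells and 100% = positive control at its reference dose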
TRPC6 inhibitor = inhibitors of mouse TRPC6 channel. Q61143. HEK293-TRPC6, membrane potential dye, ACh-evoked depolarization; active compounds read low. B-score at 10 µM. hit rate 1.1% among 310,000. AID 2553;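 active means B-score under library mean minus 3 SD, initial fluorescence not abnormally high, positive integrated signal ratio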;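 further: B-score derived from integrated fluorescence ratio over the kinetic read; more negative B-score means stronger inhibition of depolarization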
MrgX1 allo act = allosterically activates human MrgX1 receptor signaling; AID 588675; B-score at 10 µM; MrgX1-HEK293, Fluo-4 calcium flux, FDSS; active compounds read high; hit rate 0.63% among 310,000; Q96LB2;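 active means plate-corrected calcium response at least 3 library SD above typical, normal starting fluorescence, not activating the receptor alone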;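 further: compound read alongside a low EC10 to EC30 dose of BAM8-22 agonist; peak minus trough fluorescence over baseline measured at the second addition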
Platelet DG rel = modulates dense granule release in human platelets; inhibition, %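 (compounds screened at 7.5 µM in platelet-rich plasma)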; hit rate 0.22% among 300,000; AID 1663; human platelet-rich plasma, SFLLRN dense granule ATP release, luminescence;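 active means mean replicate score, as percent of positive control, at or above 50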
Starred values were filed as active, the others as inactive; i = inactive; x = not tested or not shown. An unsorted share of the library; overall some 6.1% were active at least once.

SMILES	RGS4 inh	MrgX1 agonist	HIF act	RGS4 pot	MrgX1 antagonist	TRPC6 activator	TRPC4 block	SKKanGAS inh	TRPC6 inhibitor	MrgX1 allo act	Platelet DG rel
O=C(NCCc1c[nH]c2ccccc12)C(=O)NCC(c1ccco1)N1CCN(c2ccccc2F)CC1 (centres undefined)	i	i	-0.5	i	i	i	i	22	i	i	-7
O=C(Oc1cccc(C(=S)N2CCOCC2)c1)c1cccc([N+](=O)[O-])c1	i	i	-0.3	i	i	i	i	-3	i	i	-12
Cn1cnnc1SCC(=O)Nc1sc2c(c1C(N)=O)CCC2	i	i	x	i	i	i	i	9	i	i	-7
CC(=O)N=c1ncn(CC(COC(C)=O)OC(C)=O)c2nc[nH]c12 (centres undefined)	i	i	0.3	i	i	i	i	-4	i	i	4
CC(=O)c1ccc(S(=O)(=O)Nc2ccc(-c3cn4c(n3)SCC4)cc2)cc1	i	i	0.1	i	i	i	i	3	i	i	0
CCN=C1NN=C(c2ccc(C)cc2)CS1	i	i	2.8	i	i	i	i	3	i	i	3
O=C(c1ccoc1)N1CCCC(N2CCN(c3cccc(Cl)c3)CC2)C1 (centres undefined)	i	i	1.5	i	i	i	i	-3	i	i	-4
CCOC(=O)c1ccccc1NC(=O)CN1CCC(n2nnc3cc(C(F)(F)F)ccc32)CC1	i	i	0.0	i	i	i	i	10	i	i	-10
CCCNc1nc(Cl)nc(NC(C)(C)C)n1	i	i	0.9	i	i	i	i	-8	i	i	-10
CCc1cccc2c(C#N)cn(CCOc3ccccc3OC)c12	i	i	-0.3	i	i	i	i	19	i	i	-2
CNC(=O)C1CCC(=O)N1Cc1ccccc1Cl (centres undefined)	i	i	-1.1	i	i	i	i	-5	i	i	0
CCOc1ccc(C(=O)OC(C)CN2CCN(C)CC2)cc1 (centres undefined)	i	i	-0.8	i	i	i	i	7	i	i	6
CCOc1ccc(NC(=O)C(=O)NCc2ccncc2)cc1	i	i	-0.6	i	i	i	i	-4	i	i	10
CC(=O)Nc1ccc(S(=O)(=O)N2CCC(NC(=O)C(Cc3cccc(F)c3)NC(C)=O)CC2)cc1 (centres undefined)	i	i	-0.4	i	i	i	i	5	i	i	-2
CCOc1nnc(C)c2c(C)n(-c3ccc(Cl)cc3)nc12	i	i	-0.2	i	i	i	i	10	i	i	-1
COc1ccc2oc(=O)c(C(=O)N3CCN(C(=O)c4ccccc4)CC3)cc2c1	i	i	-0.5	i	i	i	i	3	i	i	6
CCOc1ccc(S(=O)(=O)N2CCC(C(=O)NCc3ccco3)CC2)cc1C	i	i	-0.2	i	i	i	i	-3	i	i	26
CC(C)C(NC(=O)OCc1ccccc1)C(=O)NC1CCCCC1 (centres undefined)	i	i	-0.2	i	i	i	i	6	i	i	5
CCOC(=O)C1CCN(S(=O)(=O)c2ccc3c4c2CC(=O)N4CC(C)S3)CC1 (centres undefined)	i	i	-0.5	i	i	i	i	-1	i	i	5
CN(C)CCCNS(=O)(=O)c1ccc(N2CCN(Cc3ccc4c(c3)OCO4)CC2)c([N+](=O)[O-])c1	i	i	-0.7	i	i	i	i	0	i	i	-1
Cc1ccc(N/C=C/C(=O)C(C)(C)C)c(O)c1	i	i	x	i	i	i	i	3	i	i	0
COc1ccc(Cc2nc(-c3ccc(-n4cccc4)cc3)no2)cc1	i	i	0.1	i	i	i	i	-4	i	i	7
Cc1ccc(/C=C(\C#N)C(=O)N2CCCC2)c(C)c1	i	i	1.7	i	i	i	i	2	i	i	-12
COc1cccc(N(C(=O)c2sc(C)nc2C)C(C(=O)NCC2CCCO2)c2ccccc2)c1 (centres undefined)	i	i	0.5	i	i	i	i	3	i	i	-5
CCn1c(SCc2ccc(C(=O)O)cc2)nnc1-c1ccc(Cl)cc1	i	i	-3.2	i	i	i	i	-1	i	i	-2

Carrying on:
SMILES	RGS4 inh	MrgX1 agonist	HIF act	RGS4 pot	MrgX1 antagonist	TRPC6 activator	TRPC4 block	SKKanGAS inh	TRPC6 inhibitor	MrgX1 allo act	Platelet DG rel
CSCCCNC(=O)c1ccc(OC2CCN(C(=O)c3cccnc3)CC2)cc1	i	i	-0.1	i	i	i	i	13	i	i	-5
CC(C)(C)NS(=O)(=O)c1ccc(CCC(=O)O)cc1	i	i	-0.1	i	i	i	i	0	i	i	0
O=C(NCc1ccco1)N1c2ccccc2Sc2ccccc21	i	i	-0.4	i	i	i	i	1	i	i	-2
COC(=O)C1=C(C)NC(C)=C(C(=O)OC)C1c1ccccn1	i	i	-0.2	i	i	i	i	-3	i	i	4
O=C(COC(=O)CCc1nc2ccccc2c(=O)[nH]1)Nc1ccc(N2CCOCC2)cc1	i	i	-0.4	i	i	i	i	-12	i	i	0
COc1ccc(NC(=O)c2c(C(F)(F)F)nn(C)c2SCc2ccccc2)cc1	i	i	0.0	i	i	i	i	7	i	i	-1
Cc1[nH]c2ccccc2c1/C=N/NC(=O)C1CC1(c1ccccc1)c1ccccc1 (centres undefined)	i	i	0.1	i	i	i	i	55*	i	i	-2
O=C1NC(CCc2ccccc2)C(=O)N1CCOc1ccccc1 (centres undefined)	i	i	-0.7	i	i	i	i	-17	i	i	-6
Cc1nn(-c2ccccc2)c(N2CCCCC2)c1/C=N/O	i	i	-0.5	i	i	i	i	-3	i	i	-2
CCOC(=O)c1ccc(NC(=O)CSc2nnc(CNc3ccc(C)cc3)n2C)cc1	i	i	-0.3	i	i	i	i	-2	i	i	x
COCCCN(C(=O)c1ccco1)c1nc(-c2ccc(OC)cc2)cs1	i	i	2.5	i	i	i	i	26	i	i	4
CC(C)c1nc2c(c(=O)n(C)c(=O)n2C)n1C	i	i	0.0	i	i	i	i	-2	i	i	12
COc1ccc(NC(=O)c2oc3ccccc3c2NC(=O)C2CC2)cc1OC	i	i	0.3	i	i	i	i	20	i	i	2
CC1(C)CC(=O)C2=C(C1)OC(c1cccs1)C(C#N)=C2N (centres undefined)	i	i	-0.3	i	i	i	i	1	i	i	-1
Cc1ccccc1S(=O)(=O)Nc1nc2ccccc2nc1NCCO	i	i	0.1	i	i	i	i	4	i	i	2
O=C(OC1Cn2c(=O)ccc(=O)n2C1)c1ccc([N+](=O)[O-])cc1	i	i	-0.1	i	i	i	i	3	i	i	4
O=S(=O)(c1cc(Cl)ccc1Br)N1CCOCC1	i	i	0.0	i	i	i	i	0	i	i	-8
CC(C)NC(=O)COC(=O)c1cc(F)c(F)cc1Cl	i	i	-1.7	i	i	i	i	0	i	i	4
CCCc1nc2ccccc2c(=O)n1NC(=O)c1c(O)c2ccccc2n(C)c1=O	i	i	-0.5	i	i	i	i	32	i	10*	3
CC(C)c1ccc(NC(=O)COc2ccccn2)cc1	i	i	1.4	i	i	i	i	13	i	i	-4
COc1ccccc1CN1CC(C(=O)NCc2cnn(C)c2)CCC1=O (centres undefined)	i	i	-1.0	i	i	i	i	-11	i	i	6
O=C(CN1CCC(n2nnc3cc(F)ccc32)CC1)N1CCc2ccccc2C1	i	i	0.0	i	i	i	i	4	i	i	13
CCC1(C)Cc2ccccc2/C(=C/C(=O)N2CCCCC2)N1 (centres undefined)	i	i	0.1	i	i	i	i	0	i	i	2
CCOc1ccc(NC(=S)N2CCCN(Cc3cccc(Cl)c3)C2)cc1	i	i	-0.4	i	i	i	i	-8	i	i	-6
O=C(CSc1nnnn1C1CCCCC1)NNC(=O)c1ccco1	i	i	-0.8	i	i	i	i	3	i	i	5
C/C(=N\NC(=O)Cn1nnc2ccccc21)c1ccco1	i	i	-0.2	i	i	i	i	-7	i	i	-2
CCC(C)C(NC(=O)C1CCC(C)CC1)C(=O)NCc1ccco1 (centres undefined)	i	i	-0.7	i	i	i	i	2	i	i	-2
CSc1ccccc1NC(=O)C1CCCN(S(C)(=O)=O)C1 (centres undefined)	i	i	-1.6	i	i	i	i	-6	i	i	-3
O=C(N/N=C/c1sc(=O)[nH]c1-[n+]1ccccc1)c1ccccc1[O-]	i	i	0.1	i	i	i	i	-3	i	i	3
Cc1cc(=O)[nH]c(SCC(=O)Nc2nc(-c3ccccc3)cs2)n1	i	i	-0.5	i	i	i	i	19	i	i	-3

By substructure: the compounds so far with a Cl atom.
SMILES	RGS4 inh	MrgX1 agonist	HIF act	RGS4 pot	MrgX1 antagonist	TRPC6 activator	TRPC4 block	SKKanGAS inh	TRPC6 inhibitor	MrgX1 allo act	Platelet DG rel
O=C(c1ccoc1)N1CCCC(N2CCN(c3cccc(Cl)c3)CC2)C1 (centres undefined)	i	i	1.5	i	i	i	i	-3	i	i	-4
CCCNc1nc(Cl)nc(NC(C)(C)C)n1	i	i	0.9	i	i	i	i	-8	i	i	-10
CNC(=O)C1CCC(=O)N1Cc1ccccc1Cl (centres undefined)	i	i	-1.1	i	i	i	i	-5	i	i	0
CCOc1nnc(C)c2c(C)n(-c3ccc(Cl)cc3)nc12	i	i	-0.2	i	i	i	i	10	i	i	-1
CCn1c(SCc2ccc(C(=O)O)cc2)nnc1-c1ccc(Cl)cc1	i	i	-3.2	i	i	i	i	-1	i	i	-2
O=S(=O)(c1cc(Cl)ccc1Br)N1CCOCC1	i	i	0.0	i	i	i	i	0	i	i	-8
CC(C)NC(=O)COC(=O)c1cc(F)c(F)cc1Cl	i	i	-1.7	i	i	i	i	0	i	i	4
CCOc1ccc(NC(=S)N2CCCN(Cc3cccc(Cl)c3)C2)cc1	i	i	-0.4	i	i	i	i	-8	i	i	-6

Quoted at random: 2 entries already listed
SMILES	RGS4 inh	MrgX1 agonist	HIF act	RGS4 pot	MrgX1 antagonist	TRPC6 activator	TRPC4 block	SKKanGAS inh	TRPC6 inhibitor	MrgX1 allo act	Platelet DG rel
C/C(=N\NC(=O)Cn1nnc2ccccc21)c1ccco1	i	i	-0.2	i	i	i	i	-7	i	i	-2
CC(C)(C)NS(=O)(=O)c1ccc(CCC(=O)O)cc1	i	i	-0.1	i	i	i	i	0	i	i	0
